High-throughput results (PubChem)
CSN inh = CSN deneddylation inhibition. Q92905. Purified CSN, SCF-Nedd8-OG deneddylation, fluorescence polarization. inhibition, % at 12.5 µM. 360,000 tested, 0.38% active;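 active = pattern-corrected inhibition above about 35%, with an unprinted fluorescence ratio check between 0.5 and 1.5, limit read from the data, passing the limit was not always enough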;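 also: 0% = enzyme with substrate and 100% = substrate without enzyme; some results filed as inactive read as strong as hits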
Target sequence (Q92905 whole entry, looked up, one chain of several): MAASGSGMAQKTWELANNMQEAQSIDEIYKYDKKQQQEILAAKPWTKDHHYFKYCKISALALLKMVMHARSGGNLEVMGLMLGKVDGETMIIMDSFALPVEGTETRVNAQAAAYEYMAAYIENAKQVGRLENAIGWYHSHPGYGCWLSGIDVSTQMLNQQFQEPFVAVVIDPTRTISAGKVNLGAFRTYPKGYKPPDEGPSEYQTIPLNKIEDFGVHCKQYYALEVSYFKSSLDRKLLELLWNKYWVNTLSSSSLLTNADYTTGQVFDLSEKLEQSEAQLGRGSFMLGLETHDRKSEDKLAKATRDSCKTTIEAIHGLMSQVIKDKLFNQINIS
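Assay system: purified human Csn5 enzyme expressed in HEK293T cells; Input: 0.24 nM Csn5 enzyme, final concentration; Reagent: 10 nM SCFSkp2-Nedd8OG; Compound dosing: 12.5 µM single point; Times: reaction 90 min, room temperature; Technique: fluorescence polarization readout.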
Neddyl block = blocks human cullin neddylation. AID 651699. P61081+Q13564. TR-FRET cullin neddylation, biochemical. calls only at 25 µM. 360,000 tested, 0.58% active; in the data active = inhibition above about 36%
STEP inh = blocks human striatal-enriched tyrosine phosphatase; inhibition, % at 20 µM; P54829; recombinant STEP, OMFP fluorogenic substrate, fluorescence; 360,000 tested, 0.25% active; AID 588621;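 active = inhibition at 20 µM, scaled per plate between control wells, above about 37%, limit read from the data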;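 also: 0% = DMSO with enzyme and substrate and 100% = substrate only without enzyme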
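Material: STEP (striatal-enriched tyrosine phosphatase) enzyme, cell-free; Compound dosing: 20 µM single dose in 1% DMSO; Technique: fluorescence read at 480 nm ex / 540 nm em; Times: reaction 20 min, ambient temperature; Medium: 50 mM Bis-Tris pH 6.0 with 2.5 mM DTT and 0.005% Tween 20; Also added: OMFP at 25 µM.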
LMPTP block = LMPTP (human) inhibition; P24666; recombinant LMPTP-A, OMFP fluorogenic substrate, fluorescence intensity; inhibition, % at 20 µM; 360,000 tested, 0.22% active;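 active = compounds that cut the enzyme signal by at least half of the control window in the single-dose screen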;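 also: plate controls were DMSO wells with enzyme plus substrate for no effect and substrate without enzyme for full effect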
Target sequence (P24666 whole entry, looked up): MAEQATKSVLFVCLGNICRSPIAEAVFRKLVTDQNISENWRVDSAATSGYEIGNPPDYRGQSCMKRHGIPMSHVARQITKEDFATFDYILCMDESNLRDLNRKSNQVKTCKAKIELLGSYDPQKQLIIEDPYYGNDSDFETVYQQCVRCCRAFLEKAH
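Test system – LMPTP-A enzyme · Amount – LMPTP-A at 0.625 nM final in the reaction · Buffer or medium – Bis-Tris pH 6.0, DTT, detergent · Reagent – OMFP 400 µM · Doses – single 20 µM dose · Schedule – reaction 50 min, room temperature, dark · Detection – fluorescence intensity of OMFP turnover product · Evaluation – percent inhibition versus substrate-only and uninhibited controls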
Scp-1 inhibitor = Scp-1 (human) phosphatase inhibition. Recombinant Scp1, phosphopeptide, malachite green phosphate absorbance. inhibition, % at 20 µM. 340,000 tested, 0.88% active;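 active = inhibition above about 50% at 20 µM, limit read from the data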;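 also: plate controls were DMSO wells with enzyme for no effect and wells lacking enzyme for full effect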
Target sequence (Q9GZU7 76-261 limits assumed): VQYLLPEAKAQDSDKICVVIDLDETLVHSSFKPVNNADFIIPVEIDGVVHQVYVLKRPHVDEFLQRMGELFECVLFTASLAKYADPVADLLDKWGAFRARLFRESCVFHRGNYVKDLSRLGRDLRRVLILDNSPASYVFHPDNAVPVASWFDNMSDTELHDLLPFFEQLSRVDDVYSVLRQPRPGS
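Material – SCP-1 phosphatase catalytic domain, residues 76-261 · Buffer or medium – Acidic Tris acetate buffer with magnesium and detergent · Also added – Phospho 17-mer peptide substrate · Compound – single 20 µM dose, 1% DMSO · Times – 45 min room-temperature reaction, 5 min colour, 30 min stabiliser · Technique – Phosphate-binding colour reagent, absorbance read at 630 nm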
SUMO1 PPI mod = alters human SUMO1 binding to SIM partners. P63165. SUMO1 binding to a labelled peptide, TR-FRET, 1 h. inhibition, % at 20 µM. 360,000 tested, 0.33% active; in the data active = inhibition above about 37%
Target sequence (P63165 whole entry, looked up): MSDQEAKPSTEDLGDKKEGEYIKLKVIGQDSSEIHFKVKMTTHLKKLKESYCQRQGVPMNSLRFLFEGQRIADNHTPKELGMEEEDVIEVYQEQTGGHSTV
Rin1 Abl inh = human Rin1-Abl interaction inhibition. P00519+Q13671. 360,000 tested, 0.4% active. AID 588664. TR-FRET Rin1/Abl binding, biochemical. inhibition, % at 7.35 µM; in the data active = inhibition above about 5%, passing the limit was not always enough
NadD inh = inhibitors of Staphylococcus aureus NadD. purified NadD enzyme, colorimetric absorbance read-out. inhibition, % at 20 µM. 360,000 tested, 0.78% active. AID 602399; in the data active = inhibition above about 26%; also: some compounds past the cut are filed as inactive
Rpn11 inh = Rpn11 (human) deubiquitinase inhibition | human 26S proteasome, Ub4-pepOG fluorescence polarization; 20S core pre-blocked with epoxomicin | calls only at 20 µM | 360,000 tested, 0.59% active;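 active = inhibition at 20 µM, scaled to each plate's controls, above about 33%, limit read from the data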
DNMT1 inh = blocks human DNA methyltransferase DNMT1; 360,000 tested, 0.83% active; AID 588458; P26358; inhibition (reported as % activation of signal), % at 10 µM; DNMT1 molecular beacon, Hinp1I cleavage, fluorescence; in the data active = inhibition above about 50%
Starred values were filed as active, the others as inactive; i = inactive; / = no result given.

| CSN inh | Neddyl block | STEP inh | LMPTP block | Scp-1 inhibitor | SUMO1 PPI mod | Rin1 Abl inh | NadD inh | Rpn11 inh | DNMT1 inh | Structure |
| --- | --- | --- | --- | --- | --- | --- | --- | --- | --- | --- |
| 9 | i | -1 | 0.0 | -11 | -4 | 0 | -7 | i | 2 | Cc1oc(-c2ccccc2Cl)nc1CS(=O)CC(=O)NCc1ccco1 (stereo not drawn) |
| 2 | i | -5 | -2.0 | -6 | 2 | 2 | -1 | i | 3 | CCOCCCN(C(=O)Nc1ccc(CC)cc1)C1CCN(C(C)=O)CC1 |
| 0 | i | 1 | 1.1 | 0 | 5 | -5 | 1 | i | 2 | COc1ccc(S(=O)(=O)Nc2cc(C)on2)cc1OC |
| 1 | i | 1 | 0.9 | 0 | -8 | -1 | 8 | i | 63* | Cn1c2ccccc2c(=O)c2c(=O)n(Cc3ccccc3)c(-c3ccc(F)cc3)nc21 |
| -7 | i | 4 | 0.0 | 0 | -1 | -5 | 0 | i | -6 | O=C(CSc1ccc(-c2ccco2)nn1)NC1CCCC1 |
| 6 | i | 1 | -0.7 | 3 | -18 | -2 | -3 | i | 8 | CCOC(=O)COc1cc([N+](=O)[O-])cc2cccnc12 |
| -2 | i | 2 | -9.0 | / | -23 | -1 | 0 | i | -2 | Cc1[nH]c(=O)sc1C(=O)NCc1ccc([N+](=O)[O-])cc1 |
| 1 | i | 0 | 0.0 | 0 | 0 | -8 | -3 | i | 2 | CC(C)OC(=O)c1cccnc1N1CCN(c2ccc(F)cc2)CC1 |
| -2 | i | 3 | 0.2 | -2 | -1 | 3 | 4 | i | -9 | Nc1ccccc1SSc1ccccc1N |
| -3 | i | -3 | -0.3 | -1 | 3 | 0 | 2 | i | 1 | CCCCn1c(C(C)NC(=O)CC)nc2ccccc21 (stereo not drawn) |
| -5 | i | 0 | -1.3 | -7 | 0 | 1 | -4 | i | 1 | COc1ccccc1NC(=O)C1CCCN(C(=O)Nc2ccc(F)cc2)C1 (stereo not drawn) |
| -14 | i | 0 | -0.4 | 0 | 20 | 5 | 1 | i | -3 | Cc1cc(C)cc(N(CCC(=O)Nc2nnc(C)s2)S(=O)(=O)c2ccc(Cl)cc2)c1 |
| -2 | i | -1 | 0.7 | -6 | -1 | 2 | -2 | i | -1 | CSCC[C@H](NC(=O)C1CCN(C(=O)[C@H](Cc2ccccc2)NS(=O)(=O)c2ccc(C)cc2)CC1)C(=O)O |
| 6 | i | 1 | -1.4 | -12 | 2 | -2 | -1 | i | -1 | COC(=O)c1cc(S(=O)(=O)N2CCN(c3ccccc3)CC2)c[nH]1 |
| -1 | i | 3 | -1.2 | -2 | 1 | 2 | 3 | i | 3 | O=S(=O)(c1ccccc1)N1CCN(c2nnnn2-c2ccccc2)CC1 |
| -3 | i | -1 | 1.5 | -2 | 3 | 2 | -1 | i | -2 | CCOC(=O)Nc1cccc(OCC(=O)Nc2ccc(OC)cc2OC)c1 |
| 1 | i | -2 | 0.7 | -9 | 3 | 3 | 3 | i | -3 | O=C(Nc1ccc(N2CCN(C(=O)c3ccccc3F)CC2)cc1)c1cncc(Br)c1 |
| -4 | i | 4 | -0.9 | -8 | 0 | 0 | 1 | i | 3 | NC(=O)c1ccccc1Br |
| -1 | i | -1 | -1.9 | -13 | 3 | -2 | 1 | i | -7 | O=C(Nc1ccccc1)NC1CCCCNC1=O (stereo not drawn) |
| -4 | i | 0 | -2.1 | 6 | 3 | -1 | -6 | i | 2 | O=C(NCCCNC(=O)c1cc(Cl)ccc1Cl)c1ccccn1 |
| -3 | i | -4 | 0.3 | / | 0 | -1 | -2 | i | 0 | O=C(NCc1ccc(F)cc1)c1cc(C2CCCCN2S(=O)(=O)c2cccc3cccnc23)on1 (stereo not drawn) |
| -6 | i | -3 | -2.9 | / | -2 | -8 | 0 | i | 5 | Cc1ccccc1NC(=O)C(C)OC(=O)CCC(=O)c1ccccc1 (stereo not drawn) |
| 1 | i | 2 | 1.5 | / | -7 | -2 | 15 | i | -7 | OC[C@@H]1CN(Cc2cccc3ccccc23)C[C@H](n2cnc3c(NCc4ccco4)ncnc32)O1 |
| -2 | i | 1 | -1.2 | -8 | 0 | 2 | 2 | i | 0 | Cc1oc2cc3c(C(=O)N4CCCCC4)c(C)oc3cc2c1C(=O)N1CCCCC1 |
| -2 | i | 2 | -0.9 | -3 | 5 | 0 | 1 | i | -4 | CS(=O)(=O)c1ccc(-c2nnc(NC(=O)c3cccc(N4C(=O)CCC4=O)c3)o2)cc1 |
| -14 | i | -4 | -2.1 | 1 | 1 | 2 | -5 | i | 3 | O=C1C=CC(=O)N1N(c1ccccc1)c1ccccc1 |
| -4 | i | 1 | -1.7 | -6 | 0 | 0 | 6 | i | -1 | CCN(CC)C(=O)CN1CCN(c2ccccc2F)CC1 |
| -3 | i | 1 | 0.9 | -1 | -13 | 2 | 6 | i | -7 | COc1ccc(N(C(=O)c2snc(C(N)=O)c2N)C(C(=O)NC2CCCC2)c2cc(OC)ccc2OC)c(OC)c1 (stereo not drawn) |
| 4 | i | 0 | -0.3 | -4 | -25 | 0 | -1 | i | 1 | CC(=O)c1ccc(NC(=O)c2ccc3c(c2)C(=O)N(c2ccccn2)C3=O)cc1 |
| 0 | i | 0 | 0.2 | -17 | -19 | 1 | -4 | i | 1 | Cc1ccc(C)c(Nc2c([N+](=O)[O-])c(=O)oc3ccccc23)c1 |

At a glance, two of the compounds above:
| CSN inh | Neddyl block | STEP inh | LMPTP block | Scp-1 inhibitor | SUMO1 PPI mod | Rin1 Abl inh | NadD inh | Rpn11 inh | DNMT1 inh | Structure |
| --- | --- | --- | --- | --- | --- | --- | --- | --- | --- | --- |
| 9 | i | -1 | 0.0 | -11 | -4 | 0 | -7 | i | 2 | Cc1oc(-c2ccccc2Cl)nc1CS(=O)CC(=O)NCc1ccco1 (stereo not drawn) |
| 2 | i | -5 | -2.0 | -6 | 2 | 2 | -1 | i | 3 | CCOCCCN(C(=O)Nc1ccc(CC)cc1)C1CCN(C(C)=O)CC1 |

Some of the entries so far, as a markdown table:
| SMILES | CSN inh | Neddyl block | STEP inh | LMPTP block | Scp-1 inhibitor | SUMO1 PPI mod | Rin1 Abl inh | NadD inh | Rpn11 inh | DNMT1 inh |
| --- | --- | --- | --- | --- | --- | --- | --- | --- | --- | --- |
| Cc1oc(-c2ccccc2Cl)nc1CS(=O)CC(=O)NCc1ccco1 (stereo not drawn) | 9 | i | -1 | 0.0 | -11 | -4 | 0 | -7 | i | 2 |
| CCOCCCN(C(=O)Nc1ccc(CC)cc1)C1CCN(C(C)=O)CC1 | 2 | i | -5 | -2.0 | -6 | 2 | 2 | -1 | i | 3 |
| COc1ccc(S(=O)(=O)Nc2cc(C)on2)cc1OC | 0 | i | 1 | 1.1 | 0 | 5 | -5 | 1 | i | 2 |
| Cn1c2ccccc2c(=O)c2c(=O)n(Cc3ccccc3)c(-c3ccc(F)cc3)nc21 | 1 | i | 1 | 0.9 | 0 | -8 | -1 | 8 | i | 63* |
| O=C(CSc1ccc(-c2ccco2)nn1)NC1CCCC1 | -7 | i | 4 | 0.0 | 0 | -1 | -5 | 0 | i | -6 |
| CCOC(=O)COc1cc([N+](=O)[O-])cc2cccnc12 | 6 | i | 1 | -0.7 | 3 | -18 | -2 | -3 | i | 8 |
| Cc1[nH]c(=O)sc1C(=O)NCc1ccc([N+](=O)[O-])cc1 | -2 | i | 2 | -9.0 | / | -23 | -1 | 0 | i | -2 |

Remaining list, next part
| CSN inh | Neddyl block | STEP inh | LMPTP block | Scp-1 inhibitor | SUMO1 PPI mod | Rin1 Abl inh | NadD inh | Rpn11 inh | DNMT1 inh | Structure |
| --- | --- | --- | --- | --- | --- | --- | --- | --- | --- | --- |
| -2 | i | 0 | -0.2 | -4 | 1 | 0 | -3 | i | -4 | O=C(CCc1nnc(-c2ccsc2)o1)N1CCc2c(Cl)cccc2C1 |
| 1 | i | -6 | 0.9 | -5 | -5 | -2 | -6 | i | 1 | C=CCN(C(=O)Nc1ccc2c(c1)nc(C)n2C)c1ccccc1 |
| 3 | i | 28 | 49 | 22 | -3 | -1 | -3 | i | 23 | CCOC(=O)c1cccc(NC(=O)Nc2ccc3c(c2)C(=O)OC3)c1 |
| 4 | / | 0 | -0.8 | -1 | -9 | -2 | -2 | i | -8 | Cc1ccc2nc(NCCNC(=O)c3ccccc3)c(C#N)cc2c1 |
| -3 | i | 0 | -1.5 | / | -3 | -3 | 2 | i | 1 | CCOC(=O)C1CCCN(C(=O)c2cccc(OC(F)(F)F)c2)CC1 (stereo not drawn) |
| 1 | i | -1 | -2.1 | -5 | 2 | 2 | -2 | i | -2 | O=C(O)c1sccc1S(=O)(=O)c1ccccc1 |
| -5 | i | 0 | 2.1 | -7 | -3 | -4 | 1 | i | -1 | COc1cccc(C(=O)O/N=C/c2ccc(Sc3ccc(C)cc3)nc2)c1 |
| 1 | i | 1 | -1.1 | -8 | 4 | -2 | -5 | i | 3 | COc1ccc(OC)c(S(=O)(=O)Nc2ccc(CC(=O)O)cc2)c1 |
| 3 | i | -2 | -1.1 | -2 | -2 | 2 | -1 | i | 3 | Cc1ccc(OCC(=O)OC(C)CN(C)Cc2ccccc2)cc1 (stereo not drawn) |
| -8 | i | 8 | 4.3 | 1 | 2 | 6 | -6 | i | 14 | Cc1ccc(CNC(=O)c2ccccc2N(C)S(C)(=O)=O)cc1 |
| -2 | i | 0 | -1.2 | -2 | -32 | -1 | 7 | i | 2 | CCCn1c(C)cc(/C=C(\C#N)C(=O)OCC(=O)N(CC)c2c(N)n(Cc3ccccc3)c(=O)[nH]c2=O)c1C |
| -1 | i | -5 | -0.5 | -5 | -9 | -1 | -4 | i | -10 | COc1ccc(N(Cc2cc3cc(OC)ccc3[nH]c2=O)S(=O)(=O)c2ccc(NC(C)=O)cc2)cc1 |
| 1 | i | -1 | -0.8 | 16 | -1 | -1 | 4 | i | 2 | Cc1ccccc1N1CCN(C2CCCN(C(=O)CN3CCCC3=O)C2)CC1 (stereo not drawn) |

Structures above marked active in DNMT1 inh:
| CSN inh | Neddyl block | STEP inh | LMPTP block | Scp-1 inhibitor | SUMO1 PPI mod | Rin1 Abl inh | NadD inh | Rpn11 inh | DNMT1 inh | Structure |
| --- | --- | --- | --- | --- | --- | --- | --- | --- | --- | --- |
| 1 | i | 1 | 0.9 | 0 | -8 | -1 | 8 | i | 63* | Cn1c2ccccc2c(=O)c2c(=O)n(Cc3ccccc3)c(-c3ccc(F)cc3)nc21 |

Rows were taken by chance; any-hit rate near 3.8%.
